# Screens from PubChem.
# FLuc counter: inhibits or activates purified firefly luciferase, miR-21 counter-screen; P08659; purified FLuc, Km substrates, luminescence inhibition; Potency, µM (doses to about 57.5 µM), inactives show at the highest dose activity change, negative = inhibition, hits mostly inhibitors; 6.9% of 360,000 active; AID 588342;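 also: potency is read from the fitted curve at half-maximal effect; plate controls were vehicle for no effect and reference inhibitor for full effect; nearly all actives have a fitted effect of over 55% in size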
#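 Purified P. pyralis luciferase (10nM final) with 10uM D-luciferin and 10uM ATP (Km levels) in 50mM Tris acetate pH 7.5, 10mM Mg acetate, 0.01% Tween-20, 0.05% BSA; qHTS 6-point titration, ~60 µM downward; luminescence read.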
# KCNH2 3.1 block: blocks the human KCNH2 3.1 channel isoform; U2OS KCNH2 3.1, thallium flux FluxOr; hits give low values; activity change, % (tested at about 1.8 µM); 0.95% of 340,000 active;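 active = maximum activity change below -70%; inconclusive = maximum activity change from -70% to -50%; inactive = maximum activity change above -50%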;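 also: thallium influx rate constant from kinetic fluorescence after stimulation buffer; % is scaled to controls: 0 for no effect and ±100 for the full control effect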
#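 Thallium flux read-out: FluxOr dye with Red40 quencher in HBSS/HEPES, 45 min at RT. Rate constants from kinetic reads were normalized to positive and negative DMSO controls. Cells: U2OS virally expressing the 3.1 isoform.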
# Mito fusion act: mitochondrial division inhibition or fusion activation; Potency, µM (highest dose often 46.1 µM), for the others: at the top dose growth rescue (activation), usual class: activators; S. cerevisiae fusion-defective mutant growth rescue, CellTiterGlo 48 h; 0.23% of 320,000 active;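 also: potency is read from the fitted curve at half-maximal effect; % of control where 0% means no effect; nearly all actives have a fitted effect of over 45% in size; temperature-sensitive fusion mutants such as fzo1-1 at 37 °C on non-fermentable ethanol glycerol medium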
#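 Compounds are tested for their ability to restore growth of mitochondrial fusion-defective yeast strains at non-permissive 37C in YPEG medium over 48 hours. Viability is quantified by luciferase luminescence.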
# Gal4-VP16 FLuc: counter-screen for ROR gamma inhibitors: Gal4-VP16 reporter. Drosophila S2 Gal4-VP16 UAS-luciferase, luminescence, 20 h. Potency, µM (series often up to 53.6 µM), inactives show top-dose activity, negative = inhibition, most hits filed as inhibitors. 3.5% of 310,000 active;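 also: Gal4-VP16 expression switched on by copper sulfate through the metallothionein promoter; potency is read from the fitted curve at half-maximal effect; % is scaled to controls: 0 for no effect and ±100 for the full control effect; nearly all actives have a fitted effect of over 50% in size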
# Menin-MLL TR inh: displaces Texas Red mutant MLL peptide from human menin; 0.23% of 270,000 active; AID 1768; Potency, µM (doses to about 61.6 µM), for the others: at the top dose FP activity change, negative = inhibition, hits mostly inhibitors; Menin + Texas Red MLL mutant peptide, fluorescence polarization; O00255; active = well fitted inhibition curve with a large enough effect in the polarisation, with a control signal flat, not every such curve was filed as active; inconclusive = small, poorly fitted or top-dose-only effect, or effect the other way, or a change in a side signal; inactive = no such curve, though single readings can be large or run the other way; the % refers to the polarisation; also: potency is read from the fitted curve at half-maximal effect; % of control where 0% means no effect; many of its hits are not listed in these tables
# RORg inh: ROR gamma (mouse) transcription inhibition. P51450. Drosophila S2 Gal4-RORgamma UAS-luciferase reporter, 20 h. Potency, µM (titrated, usually from 53.6 µM), for inactives: at the highest dose activity change, negative = inhibition, most hits filed as inhibitors. 5.4% of 310,000 active; also: potency is read from the fitted curve at half-maximal effect; % is scaled to controls: 0 for no effect and ±100 for the full control effect; nearly all actives have a fitted effect of over 60% in size
# Target sequence (P51450 whole entry, looked up, the tested form may be a part): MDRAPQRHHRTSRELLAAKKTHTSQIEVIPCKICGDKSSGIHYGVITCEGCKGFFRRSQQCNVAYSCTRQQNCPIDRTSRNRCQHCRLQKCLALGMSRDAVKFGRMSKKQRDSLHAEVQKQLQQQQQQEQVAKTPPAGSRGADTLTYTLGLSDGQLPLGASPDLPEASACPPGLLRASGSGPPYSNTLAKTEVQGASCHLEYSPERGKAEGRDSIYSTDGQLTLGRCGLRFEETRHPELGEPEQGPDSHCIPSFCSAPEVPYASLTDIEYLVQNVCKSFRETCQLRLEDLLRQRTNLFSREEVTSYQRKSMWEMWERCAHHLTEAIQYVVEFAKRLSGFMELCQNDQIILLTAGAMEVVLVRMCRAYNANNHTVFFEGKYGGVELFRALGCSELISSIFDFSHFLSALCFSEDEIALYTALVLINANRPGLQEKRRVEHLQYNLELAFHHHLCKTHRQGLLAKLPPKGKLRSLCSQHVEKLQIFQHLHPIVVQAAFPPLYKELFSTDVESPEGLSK
#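 Stable Schneider cell line, Gal4 DNA-binding domain fused to ROR gamma, UAS-luciferase. Cmpd 1 hr RT → CuSO4 700 uM final → 20 hr RT → luciferase reagent 10 min → luminescence.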
# PKM2 act: activators of human pyruvate kinase M2; P14618; purified PKM2, Kinase-Glo ATP luminescence, activation; response scale: 0% is enzyme alone, no compound; Potency, µM (titrated, usually from 57.5 µM), for inactives: top-dose activation, usual class: activators; 0.34% of 260,000 active; AID 1631; also: potency is read from the fitted curve at half-maximal effect; % is scaled to controls: 0 for no effect and ±100 for the full control effect; nearly all actives have a fitted effect of over 55% in size
# Target sequence (P14618 whole entry, looked up): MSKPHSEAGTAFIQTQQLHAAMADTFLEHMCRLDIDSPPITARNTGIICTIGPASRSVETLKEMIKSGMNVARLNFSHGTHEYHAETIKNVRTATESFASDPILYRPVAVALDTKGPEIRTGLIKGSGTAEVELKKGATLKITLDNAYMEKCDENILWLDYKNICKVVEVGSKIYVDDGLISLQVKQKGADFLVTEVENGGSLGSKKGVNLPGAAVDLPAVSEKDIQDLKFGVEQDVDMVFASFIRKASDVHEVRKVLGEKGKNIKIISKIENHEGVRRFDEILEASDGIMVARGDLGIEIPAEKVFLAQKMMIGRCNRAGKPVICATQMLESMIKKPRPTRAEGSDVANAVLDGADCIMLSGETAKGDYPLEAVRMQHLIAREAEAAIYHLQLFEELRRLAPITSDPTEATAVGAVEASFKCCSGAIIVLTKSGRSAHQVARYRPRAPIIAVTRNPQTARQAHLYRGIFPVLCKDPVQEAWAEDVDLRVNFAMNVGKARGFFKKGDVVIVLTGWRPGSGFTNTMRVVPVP
#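 hPK-M2, >95% pure; 0.1 mM ADP / 0.5 mM PEP final; imidazole pH7.2 buffer w/ 7 mM MgCl2, 50 mM KCl; 1 h RT; Kinase-Glo lum. Intermediate enzyme activity for dual inhibitor/activator qHTS.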
# Rab9 promoter act: activators of Rab9 promoter; Huh7 Rab9 promoter-luciferase reporter, luminescence, 24 h; Potency, µM (highest dose often 9.22 µM), for inactives: top-dose activation, negative = inhibition, actives largely listed as activators; 2.8% of 320,000 active; AID 485297; also: potency is read from the fitted curve at half-maximal effect; % of control where 0% means no effect; nearly all actives have a fitted effect of over 60% in size
#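 Huh7 cells stably carrying Rab9 promoter–luciferase reporter, plated 1500 cells/well, compound added after 2 h and incubated 24 h at 37 °C; luciferase luminescence then read after 10 min with detection reagent.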
# ELG1 repair inh: blocks ELG1-dependent DNA repair in HEK293T cells | AID 504467 | Potency, µM (series often up to 46.1 µM), without a hit: at the top dose activity change, negative = inhibition, most hits filed as inhibitors | HEK293T ELG1-luciferase reporter, luminescence, 16 h; DNA damage induced by 5-fluorouridine | 2.3% of 330,000 active; also: potency is read from the fitted curve at half-maximal effect; % is scaled to controls: 0 for no effect and ±100 for the full control effect; nearly all actives have a fitted effect of over 55% in size
#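 5-Fluorouridine DNA damage + compound/DMSO, 2,000 cells/well, 16 h, 37 °C/5% CO2. ONE-Glo, 30 min RT, luminescence. Readout = decrease in reporter signal.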
# MBNL1-CUG inh: inhibitors of human MBNL1 binding to CUG repeat RNA; TR-FRET MBNL1-His/biotin-(CUG)12 binding, 665/545 ratio; 0.036% of 280,000 active; Q9NR56; Potency, µM (series often up to 57.5 µM), for the others: top-dose activity change, negative = inhibition, usual class: inhibitors; active = well fitted inhibition curve with a large enough effect in the signal ratio, with a control signal flat, not every such curve was filed as active; inconclusive = small, poorly fitted or top-dose-only effect, or effect the other way, or a change in a side signal; inactive = no such curve, though single readings can be large or run the other way; the % refers to the signal ratio; also: potency is read from the fitted curve at half-maximal effect; % is scaled to controls: 0 for no effect and ±100 for the full control effect
#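 Compounds (final 92 nM to 58 uM) are added to His-tagged MBNL1 and biotin-(CUG)12, then terbium anti-His antibody and streptavidin-XL665 (5 nM final). After 60 min at room temperature, the 665/545 nm ratio is read.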
# NPC1 prom act: activates the NPC1 promoter | Huh7 NPC1 promoter luciferase reporter, 24 h | Potency, µM (top dose mostly 9.22 µM), without a hit: at the highest dose activation, most hits filed as activators | 2.4% of 320,000 active;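 also: potency is read from the fitted curve at half-maximal effect; % of control where 0% means no effect; nearly all actives have a fitted effect of over 60% in size; reporter is driven by a mutant NPC1 promoter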
#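 Luminescence read-out of NPC1 promoter-driven luciferase in stably transfected Huh7 cells; compounds delivered in DMSO and left 24 h at 37C, 5% CO2, qHTS titration format.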
# Starred values were filed as active, the others as inactive; ? = inconclusive; / = no result given; & = joins results of further samples; [ ] = dose if it differs, or a comment. Unless noted, calls follow the shape of the dose curve; as a rule, active = well fitted curve in the direction sought with a large enough effect; inconclusive = small, poorly fitted or top-dose-only effect, or another doubt; inactive = no such curve, though single readings can be large; an effect the other way counts as inactive or inconclusive. An excerpt; count on the stated rates, not on these rows.
SMILES,FLuc counter,KCNH2 3.1 block,Mito fusion act,Gal4-VP16 FLuc,Menin-MLL TR inh,RORg inh,PKM2 act,Rab9 promoter act,ELG1 repair inh,MBNL1-CUG inh,NPC1 prom act
Cc1ccc(/C=C2\C(=O)NC(=O)N(CC3CCCO3)C2=O)s1 (stereo not given),?,2,-1%,7%,/,11%,23%,1%,?,10%,2%
COC(=O)c1c(C)n(Cc2ccc3c(c2)OCO3)c2ccc(O)cc12,-13%,7,12%,?,24%,?,29%,2%,?,1%,6%
C1CCC2CCCCC2C1 (stereo not given),2%,-4,-14%,-5%,/,?,/,-3%,?,/,-1%
O=C(O)Cn1cc(C=C2C(=O)NC(=O)NC2=O)c2ccccc21,-3%,12,11%,6%,14%,-14%,/,0%[1.84 µM],-3%,16%,-1%
N#CSCC(=O)N1c2ccccc2CCc2ccccc21,-13%,3,-21%,?,-1%,11µM*,1%,-6%,?,-9%,-2%
O=C1NC(=O)[C@]2(Cc3ccccc3N3CCN(c4ccccc4)CC32)C(=O)N1c1ccccc1 (stereo not given in full),-1%,2,6%,4%,?,34%,-1%,2%,2%,8%,19%
CCOc1ccccc1N1C(=O)NC(=O)C(CCc2ccncc2)(CCc2ccncc2)C1=O,1%,6,-2%,-1%,14%,22%,4%,2%,1%,1%,-7%
O=c1[nH]c(SCc2ccccc2Cl)nc2c1CCCC2,0%,1,1%,/,?,26%[0.365 µM],-25%,-2%,-2%,-3%,7%
COc1ccc(C(C)=O)cc1CC(C(=O)c1ccc(F)cc1)N(C)C (stereo not given),2%,-26,2%,?,-10%,31%,3%,8%,4%,?,-1%
COC(=O)C(O)(c1ccc(N(C)S(=O)(=O)c2ccccc2)cc1)C(F)(F)F (stereo not given),?,4,0%,23%,5%,16%,3%,14%,28%,-13%,0%
O=C(C1CCN(Cc2ccccc2)CC1)N1CCCC1,0%,0,-1%,-11%,?,-6%,-5%,-1%,9%,-9%,-2%
CCCN1CCC[C@@H](c2cccc(O)c2)C1,-1%,-3,-7%&2%,/,/,/,/,-10%[46.1 µM],0%,/,0%[46.1 µM]
NC1C2CN3CCN(C2)CC1(c1ccccc1)C3 (stereo not given),-1%,2,2%,3%,/,-11%,-8%,12%,2%,/,1%
O=C1NC(=O)N(c2ccccc2)C(=O)/C1=C\c1ccc([N+](=O)[O-])s1,?,-23,3%,-1%,/,26%,28%,-6%,-1%,?,4%
CCC(=NCCN1CCOCC1)c1c(O)n(C2CCCCC2)c(=O)[nH]c1=O,0%,18,8%,-6%,/,9%,1%,-3%,?,-5%,-2%
O=C1NC(=O)N(Cc2ccccc2Cl)C(=O)/C1=C/c1cccs1,15µM*,-3,4%,-28%,7%,-17%,?,-4%,?,-11%,-7%
COc1ccccc1CCNC1CCCC(C)C1 (stereo not given),-1%,-6,-5%,-1%,-9%,-37%,2%,-1%,-13%,-5%,-4%
Cc1ccc(C2N(c3ccccn3)C(=O)C3CCCN32)o1 (stereo not given),-1%,-21,13%,3%,-2%,1%,-2%,3%,-7%,1%,-1%
C=CCn1c(O)c(C(C)=NC(C)c2ccccc2)c(=O)[nH]c1=O (stereo not given),-1%,36,4%,-8%,/,-32%,6%,-10%,?,-8%,-8%
Nc1ccc(Cl)cc1C(=O)c1ccccc1Cl,0%,-5,21%,-5%,12%,-32%,4%,0%,21%,2%,1%
C[C@@H]1NCCc2cc(O)c(O)cc21,-1%,3,4%,-13%[17 µM],2%[24.8 µM],2%[16.9 µM],/,3%,20%,/,0%
Cc1ccc(-n2c(O)c(/C=N/N3CCCCC3c3cccnc3)c(=O)[nH]c2=S)cc1 (stereo not given),-18%,24,-6%,-1%,?,-13%,0%,1%,?,4%,0%
CCOC(=O)c1c(-n2c(C)cc(C=C3C(=O)NC(=O)NC3=O)c2C)sc2c1CCCC2,-5%,3,4%,-24%,-27%,26%,?,2%,-2%,-3%,1%
O=C(c1ccccc1)c1cn(CC(=O)N2CCCc3ccccc32)c2ccccc12,1%,1,17%,0%,-5%,-9%,2%,9%,?,10%,1%
CC1CCCN(C(=O)c2ccc(N3CC4CC(C3)c3cccc(=O)n3C4)c([N+](=O)[O-])c2)C1 (stereo not given),0%,10,4%,-5%,-3%,-11%,-1%,1%,-1%,/,-3%

# A second format for 2 compounds above:
Molecule	FLuc counter	KCNH2 3.1 block	Mito fusion act	Gal4-VP16 FLuc	Menin-MLL TR inh	RORg inh	PKM2 act	Rab9 promoter act	ELG1 repair inh	MBNL1-CUG inh	NPC1 prom act
Cc1ccc(/C=C2\C(=O)NC(=O)N(CC3CCCO3)C2=O)s1 (stereo not given)	?	2	-1%	7%	/	11%	23%	1%	?	10%	2%
COC(=O)c1c(C)n(Cc2ccc3c(c2)OCO3)c2ccc(O)cc12	-13%	7	12%	?	24%	?	29%	2%	?	1%	6%

# Carrying on.
SMILES,FLuc counter,KCNH2 3.1 block,Mito fusion act,Gal4-VP16 FLuc,Menin-MLL TR inh,RORg inh,PKM2 act,Rab9 promoter act,ELG1 repair inh,MBNL1-CUG inh,NPC1 prom act
CCCN(CCC)C1Cc2cc(OC)c(OC)cc2C1,/,-4,0%,-1%,2%,4%,/,-2%[46.1 µM],/,/,0%[46.1 µM]
N#CC(c1ccccc1)N1CCOCC1 (stereo not given),0%,7,1%,1%,/,7%,-2%,0%,0%,-8%,-1%
O=[N+]([O-])c1ccc2c(c1)C(c1ccccc1)=NCCN2,-1%,-16,-10%,-6%,12%,-19%,/,4%,-27%,?,3%
Clc1ccc(N2CC2c2ccncc2)cc1 (stereo not given),-2%,12,-12%,-2%,-21%,1%,/,1%,-5%,5%,-7%
COc1cc(/C=C2/C(=O)NC(=O)N(c3ccc(C)cc3)C2=O)cc(OC)c1OC,?,-3,-4%,4%,/,20%,0%,2%,?,-1%,4%
OC(CNC1CCCCCCC1)c1ccccc1 (stereo not given),0%,/,-6%,-9%,-8%,-14%,-6%,-1%,-17%,0%,-3%
CC1=CC(=C2C(=O)NC(=O)NC2=O)C=C(C(F)(F)F)N1Cc1ccccc1,0%,/,-4%,-10%,1%,0%,-6%,-4%,?,?,-6%
COc1ccc(CCNCc2cccc(C(F)(F)F)c2)cc1OC,-1%,7,-3%,18%,-9%,22%,1%,-7%,-3%,-6%,-9%
COC(C)(C)CCCC(C)C/C=C/C(C)=C/C(=O)OC(C)C (stereo not given),-5%,4,19%,-3%&4%&8%,-9%&-19%,8%[10 µM],/,5%,12%,/,6%
Cc1cc(C=C2C(=O)N(C)C(=O)N(C)C2=O)c(C)n1-c1ccccc1,?,-24,-4%,9%,-5%,-16%,-5%,-2%,4%,-16%,-3%

# Copied from the results shown (6 entries):
SMILES,FLuc counter,KCNH2 3.1 block,Mito fusion act,Gal4-VP16 FLuc,Menin-MLL TR inh,RORg inh,PKM2 act,Rab9 promoter act,ELG1 repair inh,MBNL1-CUG inh,NPC1 prom act
COc1cc(/C=C2/C(=O)NC(=O)N(c3ccc(C)cc3)C2=O)cc(OC)c1OC,?,-3,-4%,4%,/,20%,0%,2%,?,-1%,4%
OC(CNC1CCCCCCC1)c1ccccc1 (stereo not given),0%,/,-6%,-9%,-8%,-14%,-6%,-1%,-17%,0%,-3%
CC1=CC(=C2C(=O)NC(=O)NC2=O)C=C(C(F)(F)F)N1Cc1ccccc1,0%,/,-4%,-10%,1%,0%,-6%,-4%,?,?,-6%
COc1ccc(CCNCc2cccc(C(F)(F)F)c2)cc1OC,-1%,7,-3%,18%,-9%,22%,1%,-7%,-3%,-6%,-9%
COC(C)(C)CCCC(C)C/C=C/C(C)=C/C(=O)OC(C)C (stereo not given),-5%,4,19%,-3%&4%&8%,-9%&-19%,8%[10 µM],/,5%,12%,/,6%
Cc1cc(C=C2C(=O)N(C)C(=O)N(C)C2=O)c(C)n1-c1ccccc1,?,-24,-4%,9%,-5%,-16%,-5%,-2%,4%,-16%,-3%
